# BRCA1 expr act: qHTS Assay to Identify Small Molecule Activators of BRCA1 Expression | 380,000 compounds, 1.1% hits | MCF7-BRCA1-FFLuc reporter, luminescence, 48 h; response scale: scaled: vehicle 0%, 10 µM genistein 100% | Potency, µM (highest dose often 46.1 µM), for inactives: top-dose activation, actives largely listed as activators; also: potency is read from the fitted curve at half-maximal effect; nearly all actives have a fitted effect of over 80% in size; some results filed as inactive show a strong effect at the top dose
#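 48 h compound treatment of MCF7-BRCA1-FFLuc cells (phenol-red free MEM, 37 °C), then 15 min with luciferase substrate and luminescence imaging.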
# USP2a block: qHTS Assay for Inhibitors of Ubiquitin-specific Protease USP2a Using CHOP2 as the Reporter; Ubiquitin carboxyl-terminal hydrolase 2 (Homo sapiens), O75604; USP2 core, Ub-CHOP2 coupled fluorogenic reporter, 485/531; Potency, µM (doses to about 38.3 µM), inactives show at the highest dose activity change, negative = inhibition, most hits filed as inhibitors; 330,000 compounds, 0.01% hits; AID 463254, 2010;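 also: potency is read from the fitted curve at half-maximal effect; plate controls were DMSO wells for no effect and full inhibition by NEM control for full effect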
#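 Cell-free coupled assay: 10nM USP2 core preincubated 30min RT with compound in Tris-HCl pH 8.0/CaCl2/CHAPS buffer, then 25nM Ub-CHOP2 and 25nM reporter substrate; fluorescence (Ex 485/Em 531) read after 60min RT, normalized to NEM inhibition, concentration-response curves fitted.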
# ELG1 genotox: qHTS screen for small molecules that induce genotoxicity in human embryonic kidney (HEK293T) cells expressing luciferase-tagged ELG1. Potency, µM (doses to about 46 µM), for the others: top-dose activity change, positive = activation, hits mostly activators. AID 504466, 2011. HEK293T ELG1-luciferase reporter, luminescence, 16 h. 330,000 compounds, 1.3% hits; also: potency is read from the fitted curve at half-maximal effect; % of control where 0% means no effect; nearly all actives have a fitted effect of over 60% in size
#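 HEK293T cells expressing luciferase-tagged ELG1 were treated with compound or DMSO for 16 hr at 37°C. Luciferase activity was then read after 30 min with ONE-Glo at room temperature; rising signal flags genetic stress.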
# Eya2 inh: qHTS Assay for Inhibitors of the Phosphatase Activity of Eya2. Potency, µM (doses to about 76.9 µM), for inactives: top-dose activity, negative = inhibition, hits mostly inhibitors. 330,000 compounds, 0.006% hits. Protein phosphatase EYA2 (Homo sapiens), O00167. recombinant Eya2, OMFP fluorescence dephosphorylation (OMFP is methylfluorescein phosphate); also: potency is read from the fitted curve at half-maximal effect; % is scaled to controls: 0 for no effect and ±100 for the full control effect
#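 Eya2 (0.2 uM) preincubated 10 min at ambient with compound, then OMFP substrate added at 50 uM; 10 min reaction in 50 mM HEPES pH 7.5, 50 mM NaCl, 5 uM MgCl2, 0.05% BSA, 1 mM DTT. Fluorescence read at Ex 485/Em 525 nm.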
# Integrin act MD: qHTS for Activators of Integrin-Mediated Alleviation for Muscular Dystrophy | alpha7betagal myoblasts, beta-gal FDG fluorescence, 48 h | Potency, µM (series often up to 38.3 µM), without a hit: top-dose activation, hits mostly activators | AID 624291, 2012 | 350,000 compounds, 0.064% hits;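 also: potency is read from the fitted curve at half-maximal effect; 100% = response of the positive control SU9516; nearly all actives have a fitted effect of over 60% in size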
#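 Alpha7betagal+/- myoblasts (passage 13) were plated 16-24 hr, then exposed to compounds (1:260 dilution of DMSO stock) for 48 hours at 37C. After MPER lysis, β-galactosidase reporter activity was read as FDG fluorescence (ex 480/em 540) after 30 minutes.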
# uPA surface inh: qHTS for Inhibitors of Cell Surface uPA Generation | cell surface uPA generation assay, qHTS | Potency, µM (doses to about 38.3 µM), inactives show top-dose activity change, negative = inhibition, most hits filed as inhibitors | 330,000 compounds, 0.31% hits | AID 540303, 2011; active = well fitted inhibition curve with a large enough effect; inconclusive = small, poorly fitted or top-dose-only effect; inactive = no such curve, though single readings can be large or run the other way; tested in mouse RAW 264.7 cells; also: potency is read from the fitted curve at half-maximal effect; % is scaled to controls: 0 for no effect and ±100 for the full control effect; nearly all actives have a fitted effect of over 55% in size
# PTAP TSG101 blk: qHTS Assay for Iinhibitors of HIV-1 Budding by Blocking the Interaction of PTAP/TSG101; Tumor susceptibility gene 101 protein (Homo sapiens), Q99816; Fluorescence polarization, FITC-PTAP peptide / Tsg101 binding; Potency, µM (doses to about 115 µM), inactives show at the top dose activity change, negative = inhibition, hits mostly inhibitors; 340,000 tested, under 10 active; active = well fitted inhibition curve with a large enough effect in the main read-out, with a control signal flat, not every such curve was filed as active; inconclusive = small, poorly fitted or top-dose-only effect, or effect the other way, or a change in a side signal; inactive = no such curve, though single readings can be large or run the other way; also: potency is read from the fitted curve at half-maximal effect; % of control where 0% means no effect
#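 Tsg101 binding domain (10 uM final) was mixed with compound and a FITC-labeled PTAP peptide (50 nM final) in HEPES pH 7.5 buffer with NaCl, Tween 20, EDTA and TCEP; fluorescence polarization was read after 20 min at r.t.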
# S-ASM inh: Inhibitors of Secretory Acid Sphingomyelinase (S-ASM): qHTS. Sphingomyelin phosphodiesterase (Homo sapiens), P17405. Potency, µM (highest dose often 57.5 µM), for inactives: top-dose activity change, negative = inhibition, usual class: inhibitors. placental ASM, HMU-PC fluorogenic substrate, 60 min. 340,000 compounds, 0.006% hits; also: potency is read from the fitted curve at half-maximal effect
#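 Steps: dispense placental human ASM, pin compound, wait 10 min at room temperature, add HMU-PC0 substrate at 9 uM final, incubate 60 min at 37 °C, add stop solution raising pH to 10, read fluorescence.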
# TRPV1 agonist: HTS Assay for Compounds that Act as Agonists of the Vanilloid Receptor 1. AID 540275, 2011. TRPV1-expressing cells, Fluo-8 calcium influx, agonist mode. 320,000 compounds, 0.19% hits. activation, % at 8.33 µM; in the data active = activation above about 80%; inconclusive = between about 30% and that limit; also: 0% is about no effect
# Target sequence (Q8NER1 whole entry, looked up): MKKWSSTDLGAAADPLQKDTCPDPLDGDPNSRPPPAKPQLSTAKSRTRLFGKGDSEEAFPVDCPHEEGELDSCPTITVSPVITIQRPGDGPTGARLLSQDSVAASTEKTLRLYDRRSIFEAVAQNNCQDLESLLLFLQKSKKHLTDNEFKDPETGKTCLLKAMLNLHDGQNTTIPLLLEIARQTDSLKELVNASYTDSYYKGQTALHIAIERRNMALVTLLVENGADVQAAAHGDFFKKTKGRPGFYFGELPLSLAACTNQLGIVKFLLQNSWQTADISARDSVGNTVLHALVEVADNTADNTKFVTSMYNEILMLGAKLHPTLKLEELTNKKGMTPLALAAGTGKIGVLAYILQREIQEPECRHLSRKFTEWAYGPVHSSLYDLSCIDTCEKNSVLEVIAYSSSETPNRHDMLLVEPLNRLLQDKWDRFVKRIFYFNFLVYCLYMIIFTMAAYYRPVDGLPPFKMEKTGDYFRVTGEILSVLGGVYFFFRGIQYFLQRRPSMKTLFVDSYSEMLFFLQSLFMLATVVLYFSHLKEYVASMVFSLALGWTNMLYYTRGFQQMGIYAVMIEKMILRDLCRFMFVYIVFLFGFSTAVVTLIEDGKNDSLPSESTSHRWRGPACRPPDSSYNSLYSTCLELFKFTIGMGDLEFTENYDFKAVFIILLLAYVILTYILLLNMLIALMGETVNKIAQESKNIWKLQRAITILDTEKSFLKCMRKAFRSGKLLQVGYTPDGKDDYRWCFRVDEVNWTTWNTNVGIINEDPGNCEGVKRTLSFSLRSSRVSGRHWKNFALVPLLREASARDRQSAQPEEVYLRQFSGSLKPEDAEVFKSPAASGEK
#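 Cells expressing TRPV1 were dye-loaded with Fluo-8 and read kinetically: 10 s baseline, 3 min after compound (agonist portion), then 2 min after EC20 capsaicin (allosteric enhancer portion). Calcium-bound dye fluorescence at 480/520 nm.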
# B2AR arrestin: qHTS assay of beta-arrestin-biased ligands of beta2-adrenergic receptor. Beta-2 adrenergic receptor (Homo sapiens), P07550. AID 492947, 2010. Potency, µM (top dose mostly 46.1 µM), for inactives: at the highest dose activation, usual class: activators. 330,000 compounds, 0.02% hits. beta-arrestin recruitment to beta2AR, cell-based reporter;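 also: potency is read from the fitted curve at half-maximal effect; 0% = DMSO controls and full agonism = EC100 isoproterenol or metaproterenol; nearly all actives have a fitted effect of over 65% in size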
# p53 reactivation: qHTS assay for re-activators of p53 using a Luc reporter; 320,000 compounds, 0.063% hits; H1299 p53-A138V BP100-luciferase reporter, luminescence, 24 h; Potency, µM (series often up to 92.2 µM), for the others: at the highest dose activity change, positive = activation, most hits filed as activators; also: potency is read from the fitted curve at half-maximal effect; % of control where 0% means no effect; nearly all actives have a fitted effect of over 45% in size
#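 H1299 (p53-null), stable ts p53-A138V + BP100-Luc; 1000 cells/well, Opti-MEM/10% FBS; cpd 4 pt, 1:5; 24 h, 37 deg C, 5% CO2; detection reagent 10 min RT; luminescence.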
# An asterisk follows results filed as active; u = inconclusive; x = no result given; [ ] = dose if it differs, or a comment. Unless noted, calls follow the shape of the dose curve; as a rule, active = well fitted curve in the direction sought with a large enough effect; inconclusive = small, poorly fitted or top-dose-only effect, or another doubt; inactive = no such curve, though single readings can be large; an effect the other way counts as inactive or inconclusive. Rows are unselected; 2.6% or so of the library scored in one or more.
SMILES,BRCA1 expr act,USP2a block,ELG1 genotox,Eya2 inh,Integrin act MD,uPA surface inh,PTAP TSG101 blk,S-ASM inh,TRPV1 agonist,B2AR arrestin,p53 reactivation
O=C(CSc1nc2c(cnn2-c2ccc(F)cc2)c(=O)[nH]1)N1CCCCC1,-11.2%,-1.7%,-0.1%,-0.2%,-18.8%,-21.8%,-4.9%,-0.9%,-3.5,-0.3%,7.6%
O=C(CCS(=O)(=O)Cc1ccccc1)NCCc1ccccc1,12.0%,4.0%,4.9%,-1.1%,3.0%,3.0%,1.2%,-1.5%,7.9,-0.8%,2.5%
O=C(NCCCN1CCCC1)c1ccc2c(c1)N(Cc1ccccc1F)C(=O)c1ccccc1S2=O (centres undefined),-11.1%,-0.8%,2.8%,6.8%,-50.3%[inhibitor],-26.1%,-4.6%,4.3%,-8.0,12.4%,-8.3%
Cc1ccccc1C(=O)NNC(=O)CCCCC(=O)NNC(=O)c1ccccc1C,0.0%,x,x,x,20.7%,0.9%,0.6%,-0.8%,x,x,x
O=C(CSc1ccc2nnc(-c3cccnc3)n2n1)NCc1ccc2c(c1)OCO2,0.0%,-5.9%,-7.4%,-4.3%,3.4%,-2.1%,-0.9%,3.8%,-1.4,-0.5%,4.8%
Cc1ccc(NC(=O)NC2OC(=O)c3ccccc32)cc1 (centres undefined),5.7%,x,x,x,5.6%,1.3%,-5.5%,3.0%,x,x,x
COc1ccc(CCNCC(=O)Nc2ccccc2C(F)(F)F)cc1,12.6%,5.1%,0.2%,8.9%,-24.5%,0.7%,-0.7%,0.7%,-3.8,-0.9%,-4.0%
CC(=O)Nc1ccc(NC(=O)Cc2ccc(-c3ccccc3)cc2)cc1,26.9%,-0.2%,1.3%,5.5%,u,-0.4%,-3.4%,-0.9%,-5.1,-0.9%,-7.0%
Cc1cccc(COc2ccccc2C(=O)OCC(=O)N(C)c2c(N)n(Cc3ccccc3)c(=O)[nH]c2=O)c1,-2.9%,3.2%,-11.9%,-1.7%,31.2%,11.8%,1.6%,0.7%,-0.8,5.5%,-6.4%
O=C(O)CNC(=O)/C(=C\c1cccc([N+](=O)[O-])c1)NC(=O)c1ccco1,6.3%,3.7%,4.7%,15.0%,9.4%,6.1%,1.2%,1.1%,2.3,3.8%,1.5%
O=C(NC1CC1)c1nc(Cn2ccc([N+](=O)[O-])n2)no1,-4.4%,-1.4%,1.1%,-12.4%,15.8%,1.5%,-8.0%,1.6%,-0.6,-0.2%,1.8%
COC(=O)/C(=C1\Oc2ccc(C(C)(C)C)cc2S1)C(F)(F)F,60.4%,-4.4%,u,2.2%,-5.8%,1.7%,-5.1%,47.1%[activator],-3.9,-0.5%,u
Cc1ccc(S(=O)(=O)NNC(=O)Nc2ccc([N+](=O)[O-])cc2)c(C)c1,-16.7%,1.9%,1.8%,7.5%,16.8%,4.5%,-2.0%,-0.4%,0.4,-0.4%,-0.6%
O=C(Nc1cccc2c1CCCC2)c1cc([N+](=O)[O-])cc([N+](=O)[O-])c1,-22.9%,2.6%,0.3%,-18.1%,-19.6%,0.8%,-0.6%,-3.1%,-3.8,0.5%,27.5%
NS(=O)(=O)c1ccc(CCNC(=O)CCc2nc3ccccc3s2)cc1,12.6%,-2.6%,-5.2%,3.4%,-1.4%,-1.0%,-4.6%,26.7%,-3.5,0.0%,3.8%
COc1cc(OC)cc(C(=O)Nc2ccc([N+](=O)[O-])cn2)c1,40.0%,3.4%,11.1%,-3.7%,-6.7%,0.8%,-2.3%,1.6%,8.5,-1.5%,27.6%
O=C(NCc1ccccn1)c1cc2ccccc2oc1=O,u,-1.3%,14.6µM*,9.8%,-4.7%,-3.3%,-7.8%,-2.2%,10.3,0.2%,u
Cc1ccc(C)c(S(=O)(=O)N2CCCOC2CNC(=O)C(=O)NCCc2ccccc2)c1 (centres undefined),-56.5%,3.3%,-17.2%,-28.1%,33.3%,-8.4%,-1.1%,0.1%,-5.9,0.3%,-9.5%
COc1cccc(OC)c1OCCNC(C)(C)C,2.2%,-1.3%,-0.1%,11.7%,13.6%,6.1%,-0.5%,-0.4%,-6.4,-0.7%,3.2%
CC/C(=N\NC(=O)C1CCCC1)c1ccc(Br)cc1,-1.1%,-1.7%,3.5%,-0.6%,7.7%,-1.2%,0.6%,2.0%,u,-1.8%,24.7%
CCOC(=O)NCCc1c(C)nc2c(c(C)nn2C(C)(C)C)c1C,-21.5%,1.6%,-11.9%,1.1%,2.9%,7.2%,-5.9%,u,u,0.5%,-1.7%
COC(=O)CCc1nc2ccccc2[nH]c1=O,-15.7%,-0.1%,3.7%,3.3%,5.8%,x,-0.4%,16.8%,-2.5,0.3%,-15.2%
Cc1ccc2c(cnn2C(=O)CCCC(=O)NCc2cccc(F)c2)c1,62.5%,0.1%,3.3%,-8.4%,-10.9%,7.2%,-7.0%,-4.3%,28.2,0.5%,x
Cc1cc(C)n(-c2ccc(C(=O)NCC(=O)Nc3cc(Cl)ccc3Cl)cc2)n1,-14.2%,0.2%,-0.9%,3.3%,5.6%,19.0%,-2.9%,-2.0%,x,-1.3%,20.2%
Cc1ccc(/C=C2\SC(=S)N(NS(=O)(=O)c3ccc(C)cc3)C2=O)cc1,-1.0%,-0.3%,-2.0%,-7.3%,36.7%,23.2%,-5.9%,-18.2%,-4.8,0.0%,u

# The results go on:
SMILES,BRCA1 expr act,USP2a block,ELG1 genotox,Eya2 inh,Integrin act MD,uPA surface inh,PTAP TSG101 blk,S-ASM inh,TRPV1 agonist,B2AR arrestin,p53 reactivation
Cc1cc(C)c(NC(=S)NC(=O)c2ccc(-c3ccccc3)cc2)c(C)c1,-18.3%,3.9%,3.6%,8.4%,-16.7%,-5.6%,-1.0%,0.9%,-2.6,-0.6%,-7.4%
Cc1ccc(C2OCC3(CO2)COC(c2ccc(C)cc2)OC3)cc1 (centres undefined),-11.3%,1.2%,2.7%,2.3%,11.6%,-2.7%,-3.0%,6.3%,0.6,-0.3%,-2.6%
CCOC(=O)/C(C(C)=O)=C1/OC(=O)c2ccccc21,-1.9%,2.5%,-4.9%,-8.1%,0.6%,8.5%,-8.0%,2.2%,-0.7,-0.4%,3.9%
O=C(NNC1=Nc2cccc3cccc1c23)c1ccc(Br)cc1,-51.9%,4.0%,-6.9%,3.3%,-34.9%,0.1%,0.5%,9.4%,1.0,-0.3%,-5.3%
O=C(CSc1ccccc1F)Nc1ccc2c(c1)OCO2,-16.0%,1.3%,u,2.6%,12.9%,1.4%,-1.5%,-0.2%,x,-0.6%,u
Cc1cc(NC(=O)c2cc(Cl)ccc2Cl)no1,8.8%,2.6%,-0.4%,10.2%,19.0%,8.9%,-8.7%,-0.8%,-0.7,-0.1%,-3.7%
Cc1oc(/N=C/c2cccc3ccccc23)c(C#N)c1C,1.5%,5.9%,-1.6%,11.6%[15.4 µM],-14.2%[7.66 µM],x,-5.6%,-2.1%,1.0,-0.1%,-6.3%
CS(=O)(=O)N(CC(=O)NCCSCc1ccccc1)c1ccc2c(c1)OCO2,0.0%,1.4%,-10.1%,-20.8%,17.5%,3.7%,1.7%,1.9%,4.8,-0.1%,-3.3%
COc1ccc(CCNS(=O)(=O)c2cc3c4c(c2)C(C)C(=O)N4CCC3)cc1OC (centres undefined),-19.3%,4.8%,-5.3%,-5.2%,-18.9%,-7.3%,-0.6%,2.5%,-1.0,-1.0%,-5.4%
COC(=O)C(CC(=O)c1ccc(C)cc1)n1cccn1 (centres undefined),31.1%,1.0%,-3.3%,-0.1%,14.3%,7.6%,-1.5%,0.0%,-3.1,-0.9%,x
COc1cc2nc(N3CCN(C(=O)OCc4ccccc4)[C@H](C(=O)NC(C)(C)C)C3)nc(N)c2cc1OC,-27.4%,0.1%,u,-2.6%,x,u,0.6%,83.2%[activator],0.4,0.7%,6.2%

# Bioassay records from PubChem BioAssay.
